Bim-Bcl-B: inhibitors of Bim-Bcl-B binding, primary screen, biochemical, multiplexed, human Bcl-2 family. Bcl-2-like protein 10 (Homo sapiens), Q9HD36. hit rate 0.073% among 190,000. inhibition, % at 10 µM. bead-based flow cytometry, Bim peptide-Bcl-B binding. AID 951, 2007;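 also: 0% = tracer peptide without compound and 100% = reference inhibitor peptide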
Target sequence (Q9HD36 whole entry, looked up): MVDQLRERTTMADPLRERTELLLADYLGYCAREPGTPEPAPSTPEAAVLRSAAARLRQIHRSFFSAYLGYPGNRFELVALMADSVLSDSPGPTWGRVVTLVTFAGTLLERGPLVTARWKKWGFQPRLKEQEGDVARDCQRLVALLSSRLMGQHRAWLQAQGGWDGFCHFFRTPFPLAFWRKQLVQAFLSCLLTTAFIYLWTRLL
Rab7 wt modul: modulators of GTP binding to Rab7, primary screen, biochemical, wildtype, multiplex bead flow cytometry; GTP binding activity (percent of control), % at 10 µM; Rab7 GTPase wild type (dog), Bodipy-FL-GTP binding; AID 758, 2007; GST-Rab7 beads, fluorescent GTP binding; actives lie on both sides; untreated = 100%, excess cold GTP = 0%; hit rate 0.055% among 190,000;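 active = fluorescent GTP binding to Rab7 beads changed by at least 20 points from the 100% baseline, either direction, mostly lower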;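 also: median green fluorescence of bound Bodipy-FL-GTP per Rab7 bead population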
Rab2A wt mod: modulators of GTP binding to Rab2A wildtype, primary screen, biochemical, dog, bead-based flow cytometry, multiplex | GTP binding activity, % at 10 µM | hit rate 0.19% among 190,000 | GST-Rab2 wt beads, Bodipy-GTP binding | AID 760, 2007;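 active = GTP binding activity at least 20 points away from 100%, either lowered or raised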;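 also: 0% = beads with excess unlabeled GTP and 100% = no-compound control corrected for plate trend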
Rac1 mut GTP: GTP binding modulators of activated mutant Rac1, primary screen, biochemical, bead-based flow cytometry, multiplex, fluorescent GTP; hit rate 0.11% among 190,000; percent activity (GTP binding), % at 10 µM; GST-Rac1 activated beads; actives lie on both sides; 100% means binding = to untreated wells; Ras-related C3 botulinum toxin substrate 1 (Homo sapiens), P63000;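 active = GTP binding at least 20 percentage points away from the 100% baseline, in either direction, so actives lie on both sides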
Cdc42 wt: modulators of GTP binding to wildtype Cdc42, primary screen, biochemical, multiplex bead flow cytometry, Bodipy-GTP. Cell division control protein 42 homolog (Homo sapiens), P60953. GST-Cdc42 beads; actives lie on both sides. percent activity (GTP binding), % at 10 µM. hit rate 0.2% among 190,000. AID 761, 2007;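 active = percent activity GTP binding at least 20 points away from the 100% baseline, either down as inhibitor or up as activator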;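 also: median bead fluorescence of bound Bodipy-FL-GTP at 100 nM; 0% = excess unlabeled GTP control and 100% = no compound control; below 100% means less GTP binding so inhibitor and above means activator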
Target sequence (P60953 whole entry, looked up): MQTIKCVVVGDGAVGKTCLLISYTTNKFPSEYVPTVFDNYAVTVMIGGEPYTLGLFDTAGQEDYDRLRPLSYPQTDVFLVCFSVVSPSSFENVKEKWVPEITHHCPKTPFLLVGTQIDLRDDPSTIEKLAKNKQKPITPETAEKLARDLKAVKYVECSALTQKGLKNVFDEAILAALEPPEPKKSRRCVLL
Bim-Bcl-2: inhibitors of Bim-Bcl-2 binding, primary screen, biochemical, multiplexed, human Bcl-2 family; Bead-based flow cytometry, Bim peptide-Bcl-2 binding; inhibition, % at 10 µM; hit rate 0.06% among 190,000; AID 950, 2007; in the data active = inhibition above about 40%;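 also: 0% = no compound wells with probe peptide and 100% = reference peptide inhibitor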
Bfl-1 Bim block: inhibitors of Bim binding to Bfl-1, primary screen, biochemical, multiplexed, bead-based flow cytometry; Bim-Bfl-1 binding inhibition; inhibition, % at 10 µM; hit rate 0.12% among 190,000;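 also: 0% = wells without compound plus tracer and 100% = blocker peptide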
HRas wt GTP bind: modulators of GTP binding to HRas wildtype, primary screen, biochemical, bead-based flow cytometry, multiplex; hit rate 0.14% among 190,000; GTP binding activity, % at 10 µM; GST-Ras wt beads, Bodipy-FL-GTP binding; actives lie on both sides; GTPase HRas (Homo sapiens), P01112; AID 759, 2007;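 active = GTP binding activity at least 20% away from the 100% baseline, either lowered as inhibitor or raised as activator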;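 also: 0% = unlabeled GTP competition control and 100% = no-compound control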
Target sequence (P01112 whole entry, looked up): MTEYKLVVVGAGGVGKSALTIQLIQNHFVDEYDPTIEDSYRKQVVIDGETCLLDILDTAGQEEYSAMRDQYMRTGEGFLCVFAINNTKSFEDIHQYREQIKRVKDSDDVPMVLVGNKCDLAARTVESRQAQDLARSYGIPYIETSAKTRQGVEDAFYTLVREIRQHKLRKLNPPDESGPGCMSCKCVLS
Bim-Bcl-XL: inhibitors of Bim-Bcl-XL binding, primary screen, biochemical, multiplexed, bead flow cytometry, human Bcl-XL; inhibition, % at 10 µM; Bim peptide-Bcl-XL binding, fluorescence; hit rate 0.04% among 190,000; AID 1007, 2008; Bcl-2-like protein 1 (Homo sapiens), Q07817
Target sequence (Q07817 whole entry, looked up): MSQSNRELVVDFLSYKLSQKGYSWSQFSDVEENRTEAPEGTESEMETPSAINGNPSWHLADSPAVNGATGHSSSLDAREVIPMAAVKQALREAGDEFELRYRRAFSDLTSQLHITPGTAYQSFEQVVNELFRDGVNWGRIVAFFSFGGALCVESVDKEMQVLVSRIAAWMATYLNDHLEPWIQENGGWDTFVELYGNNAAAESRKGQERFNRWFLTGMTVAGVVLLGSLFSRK
Rac1 wt GTP bind: wildtype Rac1 GTP binding modulators, primary screen, biochemical, GST-Rac1 beads, flow cytometry, multiplex; GTP binding activity (% of control), % at 10 µM; hit rate 0.27% among 190,000; Ras-related C3 botulinum toxin substrate 1 (Homo sapiens), P63000; AID 757, 2007; fluorescent GTP binding; actives lie on both sides; 0 = cold GTP competed, 100 = untreated;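 active = GTP binding activity at least 20 points away from the 100% control level, either lower or higher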
Bim-Bcl-W: inhibitors of Bim binding to Bcl-W, primary screen, biochemical, multiplexed, bead-based flow cytometry; Bcl-2-like protein 2 (Homo sapiens), Q92843; Bim peptide-Bcl-W binding; inhibition, % at 10 µM; hit rate 0.02% among 190,000; AID 952, 2007;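 also: 0% = bound tracer without compound and 100% = peptide blocker; higher means less fluorescent Bim peptide bound to Bcl-W beads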
Target sequence (Q92843 whole entry, looked up): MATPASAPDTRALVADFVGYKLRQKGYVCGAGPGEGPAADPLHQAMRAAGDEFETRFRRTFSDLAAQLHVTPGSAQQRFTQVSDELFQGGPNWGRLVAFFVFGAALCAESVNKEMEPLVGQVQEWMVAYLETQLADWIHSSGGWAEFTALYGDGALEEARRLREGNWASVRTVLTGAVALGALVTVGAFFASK
* marks the source's active call; other numbers are inactive results. Rule as the data show it, unless noted: active = inhibition above about 40%.

SMILES | Bim-Bcl-B | Rab7 wt modul | Rab2A wt mod | Rac1 mut GTP | Cdc42 wt | Bim-Bcl-2 | Bfl-1 Bim block | HRas wt GTP bind | Bim-Bcl-XL | Rac1 wt GTP bind | Bim-Bcl-W
CCC1(C(=O)c2ccccc2)C2c3cc(Br)ccc3OC(=O)C21C(=O)N1CCOCC1 (stereo not given) | 2 | 97 | 99 | 99 | 100 | -2 | 1 | 100 | 0 | 100 | -3
[O-][n+]1onc2c1CCc1[nH]c(-c3ccccc3)nc1-2 | -1 | 104 | 98 | 93 | 100 | -5 | -7 | 97 | -5 | 98 | -2
COc1cc(NS(=O)(=O)c2ccc(OC)c(OC)c2)cc(OC)c1 | 1 | 101 | 101 | 100 | 100 | 1 | 2 | 102 | 0 | 99 | 0
CN(C)c1ccc(C(CNS(=O)(=O)c2ccc(F)cc2)c2c[nH]c3ccccc23)cc1 (stereo not given) | -10 | 93 | 99 | 100 | 95 | -6 | -13 | 98 | -7 | 100 | -4
O=C(NCc1nnc(SCC(=O)N2CCCc3ccccc32)o1)c1ccccc1F | -8 | 98 | 94 | 98 | 94 | -5 | -13 | 94 | -4 | 101 | -2
O=C(CCc1ccccc1)N1CCN(c2ccc([N+](=O)[O-])cc2)CC1 | -2 | 96 | 95 | 96 | 96 | -4 | -9 | 93 | -4 | 97 | -4
CS(=O)(=O)Nc1ccccc1C(=O)Nc1ccc2c(c1)OCCO2 | -7 | 102 | 97 | 96 | 99 | -6 | -19 | 96 | -6 | 98 | -1
CCOC(=O)N1CCN(c2c(NCc3cccs3)c(=O)c2=O)CC1 | -10 | 98 | 101 | 99 | 99 | -11 | -12 | 99 | -3 | 100 | -1
Cc1cc2n(n1)SC(Nc1ccc(F)c(Cl)c1)N2 (stereo not given) | -13 | 97 | 100 | 99 | 100 | -8 | -8 | 102 | -9 | 104 | -7
CCOc1cc(N2CCOCC2)c(OCC)cc1NC(=O)COc1ccccc1[N+](=O)[O-] | -3 | 112 | 98 | 93 | 99 | -2 | -2 | 99 | 0 | 100 | -2
CN1CCc2c(OCC(=O)N3CCCc4ccccc43)cccc2C1=O | -5 | 92 | 98 | 97 | 98 | 2 | -5 | 95 | 1 | 102 | 0
O=C(Nc1ccccn1)[C@@H]1CCC(=O)N1C(=O)OCc1ccccc1 | -6 | 99 | 97 | 98 | 100 | -8 | -8 | 101 | -3 | 108 | 4
Cc1ccc(NC(=O)CN2CCN(c3ccccn3)CC2)cc1S(=O)(=O)N(C)C | 1 | 105 | 107 | 105 | 107 | 0 | -4 | 103 | -1 | 107 | -1
O=C(c1cc2nc(-c3ccc(F)cc3)cc(C(F)(F)F)n2n1)N1CCCCC1c1cccnc1 (stereo not given) | -12 | 103 | 95 | 92 | 94 | -4 | -6 | 99 | -3 | 92 | -4
O=C(Nc1ccc(OCc2ccccc2)cc1)c1cccnc1 | -1 | 106 | 104 | 96 | 98 | 0 | -1 | 103 | 0 | 100 | -1
CCCCOc1ccc(C(=O)N/C(=C/C=C/c2ccccc2)C(=O)NCCO)cc1 | -8 | 94 | 91 | 88 | 91 | 0 | -1 | 94 | -8 | 93 | -5
Cc1ccc(C(=O)Oc2ccc([N+](=O)[O-])cc2)cc1S(=O)(=O)N1CCCCCC1 | -3 | 101 | 90 | 98 | 95 | 7 | 0 | 94 | 2 | 101 | -1
c1ccc(-c2cc(N3CCCCC3)nc(-c3ccccc3)n2)cc1 | -5 | 101 | 102 | 101 | 103 | 12 | -5 | 103 | 3 | 105 | -2
CC(C)N(C(=O)CSc1nnc(Cc2ccc3c(c2)OCO3)n1C)C(C)C | -4 | 99 | 100 | 99 | 100 | -4 | -5 | 97 | 0 | 107 | -1
CC(C)CNS(=O)(=O)c1ccccc1C(=O)N1CCCCC1 | 1 | 98 | 96 | 97 | 97 | -3 | -2 | 96 | -1 | 99 | -1
COc1cc(OC)cc(C(=O)NCCOC23CC4CC(CC(C4)C2)C3)c1 | 0 | 94 | 98 | 97 | 99 | 0 | -4 | 97 | 0 | 100 | 1
CN(Cc1ccccc1)c1nc2c(c(=O)[nH]c(=O)n2C)n1CCCc1ccccc1 | -2 | 100 | 98 | 94 | 97 | -5 | -5 | 101 | -1 | 100 | 8
O=C(Nc1ccc2c(c1)C(=O)NC2=O)c1ccc(Cl)s1 | -5 | 95 | 96 | 95 | 96 | -5 | -8 | 96 | -1 | 97 | -2
Cc1c(NC(=S)/C=C2\N(C)c3ccccc3C2(C)C)c(=O)n(-c2ccccc2)n1C | 2 | 100 | 102 | 100 | 102 | 0 | 0 | 103 | -1 | 102 | 1
CCn1c(SCC(=O)N2CCOCC2)nc2ccccc21 | -3 | 104 | 100 | 94 | 99 | -3 | -5 | 99 | -1 | 100 | -2
O=C(CSCc1ccccc1)NCCCN1CCOCC1 | -6 | 101 | 99 | 96 | 96 | -4 | -6 | 100 | -2 | 102 | 0
Cc1ccc(S(=O)(=O)/N=C(/Nc2ccc3[nH]c(=O)[nH]c3c2)c2ccccc2)cc1 | -3 | 102 | 92 | 93 | 94 | 0 | -3 | 94 | -2 | 93 | -4
CC(C)NS(=O)(=O)c1ccc(NC(=O)NC2CCCCC2)cc1 | -7 | 99 | 101 | 99 | 101 | -10 | -17 | 100 | -8 | 102 | -4
O=C(c1cccnc1)N1CCN(c2ccc(Cl)cc2)CC1 | -6 | 99 | 98 | 100 | 106 | 0 | -4 | 99 | -6 | 109 | -3
COC(=O)c1cc(NC(=O)Cn2c(=O)cnc3ccccc32)cc(C(=O)OC)c1 | -5 | 103 | 103 | 103 | 107 | -4 | -12 | 103 | -6 | 108 | 2
COc1ccccc1CC(=O)Nc1ccc(F)cc1F | -2 | 108 | 99 | 97 | 98 | 0 | -2 | 98 | 0 | 99 | 2
COCC(=O)Nc1cc(OC)ccc1OC | -8 | 104 | 103 | 101 | 101 | -9 | -18 | 101 | -5 | 108 | -1
Cc1cccc(C)c1-n1c(C)cc(/C=N\Nc2ccc([N+](=O)[O-])cn2)c1C | -9 | 111 | 110 | 102 | 109 | -14 | -8 | 106 | -5 | 112 | -1
O=C(Nc1ccc(Cc2ccc(NC(=O)N3CCOCC3)cc2)cc1)N1CCOCC1 | -8 | 102 | 102 | 103 | 102 | -8 | -8 | 102 | -5 | 111 | 0
CCCNC(=O)CN(C)C(=O)c1n[nH]c2ccccc12 | -2 | 97 | 96 | 96 | 97 | -7 | -8 | 96 | -2 | 97 | 5
COc1ccc(-c2cc(C(=O)O)no2)cc1 | -4 | 96 | 94 | 89 | 90 | -5 | -7 | 93 | -4 | 93 | -1
CCOC(=O)C(Cc1ccc(NC(=O)/C(=C/c2ccccc2)NC(=O)c2ccccc2)cc1)N1C(=O)c2ccccc2C1=O (stereo not given) | -2 | 100 | 97 | 99 | 99 | 0 | -2 | 98 | -1 | 97 | 0
CN(C)CCNC(=O)c1ccc(COCC(F)(F)F)cc1 | -8 | 97 | 97 | 94 | 99 | -5 | -11 | 97 | -3 | 97 | 0
N#C/C(=C\c1ccc(O)c(O)c1)S(=O)(=O)c1ccccc1 | -11 | 90 | 90 | 91 | 91 | -11 | -13 | 91 | -3 | 90 | -3
Clc1ccc2oc3c(Cl)ncnc3c2c1 | -8 | 98 | 100 | 102 | 103 | 0 | -2 | 100 | -5 | 101 | -4
COc1cc(CNCCSc2nnnn2C)cc(Br)c1OCc1ccc(F)cc1 | -2 | 101 | 102 | 99 | 101 | -10 | -5 | 102 | -5 | 102 | -1
Nc1nc(C2CC(=O)OC23CCCCC3)cs1 (stereo not given) | -3 | 101 | 101 | 102 | 101 | -6 | -4 | 99 | -5 | 102 | -6

2 compounds picked at random from those above:
SMILES | Bim-Bcl-B | Rab7 wt modul | Rab2A wt mod | Rac1 mut GTP | Cdc42 wt | Bim-Bcl-2 | Bfl-1 Bim block | HRas wt GTP bind | Bim-Bcl-XL | Rac1 wt GTP bind | Bim-Bcl-W
CCOC(=O)C(Cc1ccc(NC(=O)/C(=C/c2ccccc2)NC(=O)c2ccccc2)cc1)N1C(=O)c2ccccc2C1=O (stereo not given) | -2 | 100 | 97 | 99 | 99 | 0 | -2 | 98 | -1 | 97 | 0
O=C(Nc1ccc2c(c1)C(=O)NC2=O)c1ccc(Cl)s1 | -5 | 95 | 96 | 95 | 96 | -5 | -8 | 96 | -1 | 97 | -2

A different layout for part of the listing above:
SMILES: Nc1nc(C2CC(=O)OC23CCCCC3)cs1 (stereo not given)
  Bim-Bcl-B = -3; Rab7 wt modul = 101; Rab2A wt mod = 101; Rac1 mut GTP = 102; Cdc42 wt = 101; Bim-Bcl-2 = -6; Bfl-1 Bim block = -4; HRas wt GTP bind = 99; Bim-Bcl-XL = -5; Rac1 wt GTP bind = 102; Bim-Bcl-W = -6

SMILES: CCn1c(SCC(=O)N2CCOCC2)nc2ccccc21
  Bim-Bcl-B = -3; Rab7 wt modul = 104; Rab2A wt mod = 100; Rac1 mut GTP = 94; Cdc42 wt = 99; Bim-Bcl-2 = -3; Bfl-1 Bim block = -5; HRas wt GTP bind = 99; Bim-Bcl-XL = -1; Rac1 wt GTP bind = 100; Bim-Bcl-W = -2

SMILES: COC(=O)c1cc(NC(=O)Cn2c(=O)cnc3ccccc32)cc(C(=O)OC)c1
  Bim-Bcl-B = -5; Rab7 wt modul = 103; Rab2A wt mod = 103; Rac1 mut GTP = 103; Cdc42 wt = 107; Bim-Bcl-2 = -4; Bfl-1 Bim block = -12; HRas wt GTP bind = 103; Bim-Bcl-XL = -6; Rac1 wt GTP bind = 108; Bim-Bcl-W = 2

SMILES: CN(C)CCNC(=O)c1ccc(COCC(F)(F)F)cc1
  Bim-Bcl-B = -8; Rab7 wt modul = 97; Rab2A wt mod = 97; Rac1 mut GTP = 94; Cdc42 wt = 99; Bim-Bcl-2 = -5; Bfl-1 Bim block = -11; HRas wt GTP bind = 97; Bim-Bcl-XL = -3; Rac1 wt GTP bind = 97; Bim-Bcl-W = 0

No enrichment for hits; overall some 0.62% were active at least once.
